# TRPV1 agonist: HTS Assay for Compounds that Act as Agonists of the Vanilloid Receptor 1. Transient receptor potential cation channel subfamily V member 1 (Homo sapiens), Q8NER1. TRPV1-expressing cells, Fluo-8 calcium influx, agonist mode. activation, % at 8.33 µM. actives 0.19% (n = 320,000). AID 540275, 2011; in the data active means activation above about 80%; inconclusive means between about 30% and that limit; further: 0% is about no effect
# Target sequence (Q8NER1 whole entry, looked up): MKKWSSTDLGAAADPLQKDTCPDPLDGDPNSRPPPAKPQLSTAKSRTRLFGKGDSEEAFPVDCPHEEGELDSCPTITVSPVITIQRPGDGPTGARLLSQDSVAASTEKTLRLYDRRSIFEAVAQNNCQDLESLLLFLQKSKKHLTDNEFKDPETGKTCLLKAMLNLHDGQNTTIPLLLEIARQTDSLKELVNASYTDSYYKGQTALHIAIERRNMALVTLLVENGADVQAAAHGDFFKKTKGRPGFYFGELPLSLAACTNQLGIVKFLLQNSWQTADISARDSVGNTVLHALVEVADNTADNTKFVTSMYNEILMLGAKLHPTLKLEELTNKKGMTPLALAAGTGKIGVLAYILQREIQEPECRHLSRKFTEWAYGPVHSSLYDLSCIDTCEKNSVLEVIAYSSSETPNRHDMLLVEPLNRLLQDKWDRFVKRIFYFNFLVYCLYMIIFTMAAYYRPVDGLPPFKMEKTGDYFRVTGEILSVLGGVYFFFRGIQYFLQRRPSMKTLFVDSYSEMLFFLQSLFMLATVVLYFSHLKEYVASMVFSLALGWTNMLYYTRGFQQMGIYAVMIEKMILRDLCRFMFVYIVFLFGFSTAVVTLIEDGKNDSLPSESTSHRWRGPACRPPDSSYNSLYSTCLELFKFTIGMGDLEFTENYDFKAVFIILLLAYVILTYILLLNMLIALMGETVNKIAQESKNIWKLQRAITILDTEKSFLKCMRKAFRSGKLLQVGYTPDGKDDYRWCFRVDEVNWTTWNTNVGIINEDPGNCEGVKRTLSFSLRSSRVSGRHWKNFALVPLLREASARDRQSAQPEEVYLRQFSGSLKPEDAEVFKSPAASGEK
#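 Cells expressing TRPV1 were dye-loaded with Fluo-8 and read kinetically: 10 s baseline, 3 min after compound (agonist portion), then 2 min after EC20 capsaicin (allosteric enhancer portion). Calcium-bound dye fluorescence at 480/520 nm.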
# FLuc counter: qHTS profiling assay for firefly luciferase inhibitor/activator using purifed enzyme and Km concentrations of substrates (counterscreen for miR-21 project); Luciferin 4-monooxygenase (Photinus pyralis), P08659; purified FLuc, Km substrates, luminescence inhibition; Potency, µM (titrated, usually from 57.5 µM), for the others: top-dose activity change, negative = inhibition, most hits filed as inhibitors; actives 6.9% (n = 360,000); AID 588342, 2011;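 further: potency means the concentration at half of the fitted maximal effect; plate controls were vehicle for no effect and reference inhibitor for full effect; nearly all actives have a fitted effect of over 55% in size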
#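 Purified P. pyralis luciferase (10nM final) with 10uM D-luciferin and 10uM ATP (Km levels) in 50mM Tris acetate pH 7.5, 10mM Mg acetate, 0.01% Tween-20, 0.05% BSA; qHTS 6-point titration, ~60 µM downward; luminescence read.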
# Rab9 promoter act: qHTS Assay for Rab9 Promoter Activators; actives 2.8% (n = 320,000); Huh7 Rab9 promoter-luciferase reporter, luminescence, 24 h; AID 485297, 2010; Potency, µM (titrated, usually from 9.22 µM), for inactives: at the highest dose activation, negative = inhibition, usual class: activators; further: potency means the concentration at half of the fitted maximal effect; % of control where 0% means no effect; nearly all actives have a fitted effect of over 60% in size
#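 Rab9 promoter-driven luciferase in stably transfected Huh7 cells; 1500 cells/well rested 2 h, exposed to compound in DMSO for 24 h at 37 °C, 5% CO2. Luminescence read 10 min after adding luciferase reagent at ambient temperature.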
# ELG1 repair inh: qHTS screen for small molecules that inhibit ELG1-dependent DNA repair in human embryonic kidney (HEK293T) cells expressing luciferase-tagged ELG1. actives 2.3% (n = 330,000). HEK293T ELG1-luciferase reporter, luminescence, 16 h; DNA damage induced by 5-fluorouridine. Potency, µM (series often up to 46.1 µM), without a hit: at the top dose activity change, negative = inhibition, actives largely listed as inhibitors; further: potency means the concentration at half of the fitted maximal effect; on the % scale 0 is the no-effect control and ±100 the full control effect; nearly all actives have a fitted effect of over 55% in size
#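 5-Fluorouridine DNA damage + compound/DMSO, 2,000 cells/well, 16 h, 37 °C/5% CO2. ONE-Glo, 30 min RT, luminescence. Readout = decrease in reporter signal.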
# Tb PFK inh: qHTS Assay to Find Inhibitors of T. brucei phosphofructokinase | T. brucei PFK, ADP-Glo luminescence | Potency, µM (series often up to 57.5 µM), for the others: at the highest dose activity, negative = inhibition, most hits filed as inhibitors | actives 0.17% (n = 330,000);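 further: potency means the concentration at half of the fitted maximal effect; 0% = uninhibited 1x PFK enzyme wells and -100% = no-enzyme wells; nearly all actives have a fitted effect of over 60% in size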
#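 1.25 nM PFK with 0.5 mM F6P and 0.1 mM ATP in 0.1 M TEA pH 8.0, 5 mM MgCl2, incubated 45 min at room temperature; ADP measured by ADP-Glo luminescence; compounds titrated up to 57 uM.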
# NPC1 promoter act: qHTS Assay for NPC1 Promoter Activators; Huh7 NPC1 promoter luciferase reporter, 24 h; Potency, µM (series often up to 9.22 µM), inactives show at the top dose activation, most hits filed as activators; actives 2.4% (n = 320,000); AID 485313, 2010;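 further: potency means the concentration at half of the fitted maximal effect; % of control where 0% means no effect; nearly all actives have a fitted effect of over 60% in size; reporter is driven by a mutant NPC1 promoter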
#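 Cells: Huh7 expressing luciferase under the NPC1 promoter, 1500/well. Seeded 2 h, compound added, incubated 24 h at 37 °C. Luciferase reagent, 10 min ambient, then luminescence.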
# RORgamma inh: qHTS for inhibitors of ROR gamma transcriptional activity; Drosophila S2 Gal4-RORgamma UAS-luciferase reporter, 20 h; Potency, µM (series often up to 53.6 µM), inactives show top-dose activity change, negative = inhibition, hits mostly inhibitors; actives 5.4% (n = 310,000); AID 2551, 2010; further: potency means the concentration at half of the fitted maximal effect; on the % scale 0 is the no-effect control and ±100 the full control effect; nearly all actives have a fitted effect of over 60% in size
#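 Using a luciferase readout, inhibitors were identified by reduced reporter activity in Drosophila cells coexpressing a copper-inducible Gal4–ROR gamma fusion and UAS-driven Photinus luciferase, incubated 20 hr after 700 uM copper sulfate.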
# BRCA1 expr up: qHTS Assay to Identify Small Molecule Activators of BRCA1 Expression | Potency, µM (series often up to 46.1 µM), for inactives: at the highest dose activation, actives largely listed as activators | MCF7-BRCA1-FFLuc reporter, luminescence, 48 h; response scale: scaled: vehicle 0%, 10 µM genistein 100% | actives 1.1% (n = 380,000); further: potency means the concentration at half of the fitted maximal effect; nearly all actives have a fitted effect of over 80% in size; some results filed as inactive show a strong effect at the top dose
#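 Compounds are tested at multiple concentrations on MCF7 BRCA1-luciferase reporter cells seeded at 2000 per well; after 48 h, a single luminescence end-point is taken and curves fitted to the normalized data.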
# ELG1 genotoxic: qHTS screen for small molecules that induce genotoxicity in human embryonic kidney (HEK293T) cells expressing luciferase-tagged ELG1 | HEK293T ELG1-luciferase reporter, luminescence, 16 h | Potency, µM (titrated, usually from 46 µM), without a hit: top-dose activity change, positive = activation, usual class: activators | AID 504466, 2011 | actives 1.3% (n = 330,000); further: potency means the concentration at half of the fitted maximal effect; % of control where 0% means no effect; nearly all actives have a fitted effect of over 60% in size
#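 HEK293T cells expressing luciferase-tagged ELG1 were treated with compound or DMSO for 16 hr at 37°C. Luciferase activity was then read after 30 min with ONE-Glo at room temperature; rising signal flags genetic stress.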
# VP16 counter: VP16 counterscreen qHTS for inhibitors of ROR gamma transcriptional activity; actives 3.5% (n = 310,000); Drosophila S2 Gal4-VP16 UAS-luciferase, luminescence, 20 h; Potency, µM (top dose mostly 53.6 µM), without a hit: at the top dose activity, negative = inhibition, actives largely listed as inhibitors;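 further: Gal4-VP16 expression switched on by copper sulfate through the metallothionein promoter; potency means the concentration at half of the fitted maximal effect; on the % scale 0 is the no-effect control and ±100 the full control effect; nearly all actives have a fitted effect of over 50% in size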
# p53 reactivator: qHTS assay for re-activators of p53 using a Luc reporter; H1299 p53-A138V BP100-luciferase reporter, luminescence, 24 h; Potency, µM (doses to about 92.2 µM), without a hit: at the top dose activity change, positive = activation, actives largely listed as activators; actives 0.063% (n = 320,000); AID 504706, 2011; further: potency means the concentration at half of the fitted maximal effect; % of control where 0% means no effect; nearly all actives have a fitted effect of over 45% in size
#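 H1299 (p53-null), stable ts p53-A138V + BP100-Luc; 1000 cells/well, Opti-MEM/10% FBS; cpd 4 pt, 1:5; 24 h, 37 deg C, 5% CO2; detection reagent 10 min RT; luminescence.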
# * hit, by the source's call; ? = inconclusive; . = not tested or not shown; [ ] = dose if it differs, or a comment. Unless noted, the call rests on the fitted dose curve; in most records, active means well fitted curve in the direction sought with a large enough effect; inconclusive means small, poorly fitted or top-dose-only effect, or another doubt; inactive means no such curve, though single readings can be large; an effect the other way counts as inactive or inconclusive.
# Order of values: TRPV1 agonist	FLuc counter	Rab9 promoter act	ELG1 repair inh	Tb PFK inh	NPC1 promoter act	RORgamma inh	BRCA1 expr up	ELG1 genotoxic	VP16 counter	p53 reactivator
CCOC(=O)CC(=O)NC(CC(=O)OC)c1ccc(C(C)C)cc1 (centres undefined)
  2.8	-2.9%	-6.7%	9.2%	-1.4%	0.8%	0.0%	7.6%	7.0%	-19.5%	0.2%
Cc1ccc(O)c(-c2cc(C(=O)Nc3cccnc3)[nH]n2)c1
  0.0	5.36µM*	2.24µM*	?	-2.5%	2.82µM*	?	0.0%	?	-7.0%	12.5%
Cc1cc(C)n(-c2nc3ccccc3c(=O)n2OCC#N)n1
  1.2	2.7%	11.0%	?	-5.6%	25.5%	0.501µM*	-63.5%	?	1µM*	?
CN(C)c1ccc(-c2nn3c(-c4cccnc4)nnc3s2)cc1
  1.7	-7.4%	0.4%	0.5%	0.1%	-4.0%	1.2%	9.0%	?	-21.1%	5.8%
COc1ccc(CNC(=O)C2CCN(C(=O)c3ccccc3)CC2)cc1
  -1.1	3.4%	1.9%	-1.8%	0.9%	-0.5%	2.6%	-30.4%	3.3%	-1.3%	-6.0%
O=C1C(=O)N(CC2CCCO2)C(c2ccco2)/C1=C(/O)c1ccc(F)cc1 (centres undefined)
  -0.2	-3.4%	-1.0%	-11.3%	0.1%	-1.5%	2.9%	-10.7%	-0.1%	1.8%[10 µM]	-2.1%
CCSS(=O)(=O)c1cccc2cccnc12
  6.5	?	-10.5%	13.8%	21.3µM*	-1.3%	22.4µM*	-13.3%	0.4%	?	-12.1%
CC1CCCN(C(=O)CSc2nnc(-c3cccnc3)n2C2CCCCC2)C1 (centres undefined)
  -0.1	-0.3%	-0.9%	-13.8%	-1.4%	-2.8%	-15.6%	7.0%	-1.2%	-5.2%	-6.8%
CC(=O)Nc1ccc(S(=O)(=O)N(C)CC(=O)N/N=C/c2cccs2)cc1
  0.0	4.4%	3.0%	-0.2%	2.7%	0.8%	-20.3%	-3.4%	0.2%	4.4%	-1.2%
CCOc1ccc(/C=C(/NC(=O)c2ccccc2Cl)C(=O)O)cc1
  18.7	-1.7%	-10.5%	16.3%	-2.4%	-1.0%	1.7%	23.5%	0.3%	5.9%	0.8%
CC(NC(=O)c1ccccc1NC(=O)c1ccccc1)C(=O)N1CCOCC1 (centres undefined)
  80.2*	-1.4%	5.1%	-7.7%	7.0%	-5.1%	-5.9%	-11.9%	1.4%	-8.3%	6.4%
CSc1ncccc1C(=O)Nc1ccccc1N1CCOCC1
  .	.	.	-0.5%	14.4%	.	.	-17.3%	0.9%	.	-5.6%
CC1(C)Cc2nc(N3CCOCC3)c(C#N)cc2CO1
  0.3	-1.3%	3.5%	0.0%	0.0%	2.3%	16.2%	-21.7%	-0.8%	-1.5%	-7.8%
CC(C)(C)c1ccc(/C=N/NC(=O)CN2CCS(=O)(=O)CC2)cc1
  3.6	-11.9%	2.2%	3.1%	-3.1%	1.4%	-1.6%	-4.6%	3.4%	2.0%	11.2%
O=C(O)CC12CC3CC(C1)CC(n1ncc(NCc4ccco4)c(Cl)c1=O)(C3)C2
  5.4	-2.8%	-4.4%	1.6%	15.4%	-2.5%	7.5%	12.1%	-22.6%	0.0%	5.4%
Cc1cccc(-c2sc(Nc3ccccc3)n[n+]2-c2ccccc2)c1
  -0.5	?	0.0%	?	2.6%	1.9%	.	-10.7%	-0.6%	.	24.4%
COC(=O)c1ccc(C(=O)OC)c(NC(=O)COC(=O)C2CCC(C(C)(C)C)CC2)c1 (centres undefined)
  15.8	0.9%	1.6%	-28.6%	0.8%	1.1%	3.6%	-2.5%	-5.8%	-7.7%	-0.8%
COc1ccc(C2C(C(=O)c3cccs3)=C(O)C(=O)N2Cc2cccnc2)cc1OC (centres undefined)
  -7.0	19µM*	?	?	8.3%	?	?	-0.1%	?	0.0%	12.1%
CC(C)CN(C(=O)CSc1nc2ccccc2c(=O)[nH]1)c1c(N)n(CC(C)C)c(=O)[nH]c1=O
  .	.	.	1.8%	1.4%	.	.	8.4%	3.2%	.	-0.5%
CCCCN(CCCC)S(=O)(=O)c1ccc(OC)c2ncccc12
  -1.8	4.8%	-0.9%	-11.1%	-7.8%	-1.1%	-41.8%	-45.6%	-10.8%	-1.6%	-4.3%

# Reprinted from the part before: two entries, followed by the next part.
# Order of values: TRPV1 agonist	FLuc counter	Rab9 promoter act	ELG1 repair inh	Tb PFK inh	NPC1 promoter act	RORgamma inh	BRCA1 expr up	ELG1 genotoxic	VP16 counter	p53 reactivator
CC(C)CN(C(=O)CSc1nc2ccccc2c(=O)[nH]1)c1c(N)n(CC(C)C)c(=O)[nH]c1=O
  .	.	.	1.8%	1.4%	.	.	8.4%	3.2%	.	-0.5%
CCCCN(CCCC)S(=O)(=O)c1ccc(OC)c2ncccc12
  -1.8	4.8%	-0.9%	-11.1%	-7.8%	-1.1%	-41.8%	-45.6%	-10.8%	-1.6%	-4.3%
CCN(CC)CCNCC(O)(c1ccc(Cl)cc1)c1ccc(Cl)cc1
  2.7	0.1%	-3.9%	6.8%	-3.3%	-2.6%	-27.6%	9.5%	-8.3%	2.7%	5.9%
CC(C(=O)Nc1nc(-c2ccc(F)cc2)cs1)N1C(=O)C2CC=CCC2C1=O (centres undefined)
  9.3	1.6%	-3.7%	?	-3.1%	-3.6%	.	0.2%	2.9%	.	-2.1%
COc1cccc(C(=O)c2ncc(C(F)(F)F)cc2Cl)c1
  1.6	-6.1%	-0.7%	-9.5%	-0.7%	1.3%	18.1%	15.9%	2.1%	-1.0%	0.8%
O=C(c1ccc2c(c1)OCO2)N1CCC2(CC1)Oc1ccc(Cl)cc1C(=O)C21CC(c2ccccc2)=NO1 (centres undefined)
  1.5	-0.6%	-4.6%	-4.3%	-0.3%	2.4%	14.2%	-31.6%	4.0%	-3.6%	-0.5%
Cc1nn(CC(=O)NCc2cccnc2)c(C)c1[N+](=O)[O-]
  -6.4	0.5%	9.9%	5.3%	-2.4%	7.2%	-5.2%	-31.0%	2.0%	2.1%	14.4%
Cc1cc(N2C(=O)C(O)=C(C(=O)c3ccc(C)o3)C2c2cccc(Oc3ccccc3)c2)no1 (centres undefined)
  21.1	-0.8%	5.0%	3.9%	-4.2%	-4.0%	?	0.0%	-1.4%	-10.8%	10.9%
CN1CCN(CCCNC(=O)c2cc3c(=O)oc4ccccc4c3s2)CC1
  1.8	-2.3%	-5.2%	20.8%	-1.4%	0.8%	-10.8%	-6.1%	2.1%	0.2%	-2.0%
COC(=O)c1ccccc1N=Nc1c(N)n[nH]c1N
  .	-14.0%	7.1%	6.4%	3.7%	5.3%	-9.2%	-1.9%	-4.9%	-27.2%	-6.7%
Cc1cnc(C(=O)N(CC(C)C)c2c(N)n(CC(C)C)c(=O)[nH]c2=O)cn1
  -4.4	-0.9%	3.7%	?	0.5%	3.5%	.	-4.0%	-0.3%	.	-6.8%
COc1ccc(/C(N)=N/OC(=O)c2ccco2)cc1
  8.7	0.953µM*	0.355µM*	?	-11.1%	0.501µM*	7.94µM*	?	0.461µM*	10µM*	-8.4%
Cc1cc(/C=C2\SC(=Nc3ccc(N4CCOCC4)cc3)N(C)C2=O)c(C)n1-c1cccnc1
  -0.4	-18.2%	15.6%	-0.7%	-0.9%	18.4%	12.4%	32.4%	7.7%	28.2%	-5.6%
CC(C)CC(C(=O)Oc1ccc2c3c(c(=O)oc2c1)CCC3)N1C(=O)c2ccccc2C1=O (centres undefined)
  -2.0	2.3%	-3.8%	9.6%	-5.8%	-0.9%	-5.2%	8.7%	-1.5%	-4.1%[0.365 µM]	7.3%
COc1ccc(-c2csc(C3=C(O)CN(C(C)C)C3=N)n2)cc1OC
  3.3	10.7µM*	4.1%	7.1%	-10.1%	-3.3%	-9.0%	36.5%	?	2.9%	-0.6%
Cc1ccc(CN(C)C(=O)c2ccc(S(=O)(=O)N3CCCCCC3)cc2)o1
  ?	1.0%	3.6%	?	-7.7%	-0.2%	.	-7.6%	-0.8%	.	1.2%
